Vif-APOBEC3F blk – blocks the Vif interaction with APOBEC3F. HeLa A3F-eYFP + Vif (tagged APOBEC3F with the HIV-1 protein that degrades it), YFP fluorescence increase. Potency, µM (series often up to 46.1 µM), for the others: at the highest dose activity, negative = active. hit rate 0.2% among 390,000. AID 602313; note: potency is the fitted concentration of half-maximal effect; % of control where 0% means no effect; nearly all actives have a fitted effect of over 65% in size
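HeLa cells stably expressing A3F-eYFP plus Vif, plated and incubated overnight at 37 deg C, then exposed to compounds overnight at 37 deg C. Blocked degradation read as raised yellow fluorescence (Ex 488/Em 500-530).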
D2 antagonist – antagonists of human D2 dopamine receptor; inhibition, % at 10 µM; P14416; HEK293 TREx D2 cells, calcium flux, dopamine EC80; hit rate 2% among 340,000; in the data active = inhibition above about 30%; note: 0% is about no effect
Target sequence (P14416 whole entry, looked up): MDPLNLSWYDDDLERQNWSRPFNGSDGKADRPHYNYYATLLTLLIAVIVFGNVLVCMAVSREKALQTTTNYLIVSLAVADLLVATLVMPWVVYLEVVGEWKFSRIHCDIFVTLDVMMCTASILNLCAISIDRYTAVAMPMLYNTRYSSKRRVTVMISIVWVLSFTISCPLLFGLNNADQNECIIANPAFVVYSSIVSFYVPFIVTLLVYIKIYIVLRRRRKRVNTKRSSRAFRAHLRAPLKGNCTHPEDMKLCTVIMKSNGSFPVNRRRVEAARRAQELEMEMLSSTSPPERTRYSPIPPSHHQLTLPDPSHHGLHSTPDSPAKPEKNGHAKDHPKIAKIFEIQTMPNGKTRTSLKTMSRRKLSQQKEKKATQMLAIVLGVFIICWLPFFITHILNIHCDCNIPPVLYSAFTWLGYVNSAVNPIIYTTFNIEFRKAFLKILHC
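Inhibition of EC80 dopamine-driven calcium flux, recorded kinetically, defines activity here; cells are a tetracycline-induced HEK293 T-REx line expressing force-coupled D2.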
Vif-APOBEC3G blk – inhibitors of Vif-APOBEC3G interaction | Potency, µM (top dose mostly 46.1 µM), inactives show at the top dose activity, negative = active, most hits filed as inhibitors | HeLa A3G-eYFP + Vif (tagged APOBEC3G with the HIV-1 protein that degrades it), YFP fluorescence, overnight | AID 602310 | hit rate 0.076% among 410,000;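 note: potency is the fitted concentration of half-maximal effect; % is set by controls: 0 for no effect and ±100 for the full control effect; nearly all actives have a fitted effect of over 60% in size; hits raise eYFP signal because A3G escapes Vif-driven loss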
Target sequence (Q9HC16 whole entry, looked up): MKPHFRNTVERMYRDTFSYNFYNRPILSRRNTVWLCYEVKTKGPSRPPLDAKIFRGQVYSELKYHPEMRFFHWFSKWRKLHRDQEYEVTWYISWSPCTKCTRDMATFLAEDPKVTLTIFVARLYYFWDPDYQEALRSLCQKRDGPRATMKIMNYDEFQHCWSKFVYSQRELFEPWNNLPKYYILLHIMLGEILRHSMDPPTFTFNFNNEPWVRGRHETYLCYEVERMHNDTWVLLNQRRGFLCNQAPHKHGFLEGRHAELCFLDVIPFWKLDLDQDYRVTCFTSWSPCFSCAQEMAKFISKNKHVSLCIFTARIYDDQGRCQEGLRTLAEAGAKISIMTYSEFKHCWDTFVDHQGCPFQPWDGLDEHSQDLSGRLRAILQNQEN
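HeLa cells stably expressing Vif and C-terminally eYFP-tagged A3G, seeded overnight at 37 deg C, then exposed to compound by pintool overnight at 37 deg C. Rise in yellow fluorescence (Ex 488/Em 500-530, Acumen) marks blocked Vif-driven A3G degradation.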
LDHA block – blocks human lactate dehydrogenase A | purified LDHA, NADH/diaphorase-resazurin fluorescence; hits give low values | activity change, % (values are at about 110 or 230 µM) | hit rate 0.15% among 480,000; in the data active = activity change below about -30%; inconclusive = mostly about -25% to -30%;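 note: plate controls were DMSO wells for no effect and wells without enzyme for full effect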
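Human LDH5 (2 nM) was incubated with 0.06 mM NADH and 0.2 mM pyruvate for 5 min at room temperature in Tris pH 7.4. Remaining NADH was coupled through diaphorase/resazurin, and resorufin fluorescence was read at 0 and 20 min.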
RGS4 inhibitor – blocks human RGS4-accelerated GTP hydrolysis; P49798; Transcreener GDP fluorescence polarization, RGS4-accelerated GTP hydrolysis; Potency, µM (highest dose often 114 µM), inactives show at the highest dose activity change, negative = inhibition, usual class: inhibitors; hit rate 0.039% among 390,000; note: potency is the fitted concentration of half-maximal effect; % is set by controls: 0 for no effect and ±100 for the full control effect; nearly all actives have a fitted effect of over 75% in size; some results filed as inactive show a strong effect at the top dose
Target sequence (P49798 whole entry, looked up): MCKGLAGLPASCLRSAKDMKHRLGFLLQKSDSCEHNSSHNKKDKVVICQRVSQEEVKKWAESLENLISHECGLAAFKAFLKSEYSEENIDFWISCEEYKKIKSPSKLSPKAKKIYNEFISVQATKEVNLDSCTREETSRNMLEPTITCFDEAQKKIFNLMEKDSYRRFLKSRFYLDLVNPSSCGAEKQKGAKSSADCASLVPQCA
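MLSMR compounds (23 nl, pin-transferred) preincubated 10 min at room temperature with a 500nM (2x) first reagent, then RGS4 at 900nM (2x) plus Transcreener GDP mix added; fluorescence polarization (620/688 nm) read before and after 90 min at 30 °C.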
ERG-DNA inh – inhibitors of human ERG Ets domain-DNA interaction; P11308; fluorescence polarization, His-ERG Ets domain / labelled DNA; Potency, µM (highest dose often 76.9 µM), for the others: at the top dose FP activity, negative = inhibition, most hits filed as inhibitors; hit rate 0.028% among 370,000; AID 624246; active = well fitted inhibition curve with a large enough effect in the polarisation, with a control signal flat; inconclusive = small, poorly fitted or top-dose-only effect, or effect the other way, or a change in a side signal; inactive = no such curve, though single readings can be large or run the other way; the % refers to the polarisation;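 note: polarization taken with two DNA probes labelled with fluorescein and Texas red; potency is the fitted concentration of half-maximal effect; % of control where 0% means no effect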
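His-tagged ERG Ets domain (1 uM in the protein solution; 300mM KCl, 50mM Tris-HCl, 1mM EDTA, 1mM DTT, pH 7.5) received compound, then a probe mix of 5 nM fluorescein-DNA and 100nM Texas-615-DNA. Fluorescence polarization was read for both dyes.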
D2 agonist – activates the human D2 dopamine receptor; P14416; activation, % at 2 µM; HEK293 T-REx D2 cells, calcium flux agonist mode; hit rate 0.53% among 340,000;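 active = activation over 3 SD above normal in the single-dose calcium agonist read, cut at about 30% in these data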; note: 0% is about no effect
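Agonism scored from kinetic calcium signal (1 read/sec, 180 s) following compound pin transfer, after a 10 s baseline. Cells: HEK293 Trex line expressing inducible D2 receptor coupled to calcium, dye-loaded after overnight culture at 30 C.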
Glioma ERSR ind – induces the endoplasmic reticulum stress response in human glioma cells; Potency, µM, for inactives: at the top dose activation, usual class: activators; AID 602332; hit rate 0.02% among 420,000; U87-MG GRP78 promoter luciferase reporter, 16 h; note: potency is the fitted concentration of half-maximal effect; series mostly up to about 76 µM; % of control where 0% means no effect; nearly all actives have a fitted effect of over 35% in size
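ERSR induction read as luciferase luminescence (Bright-Glo, 10 min at room temperature) in stably transfected human U87-MG glioma cells exposed to compounds for 16 h, using GRP78 as sensor.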
12-LOX inh – blocks human arachidonate 12S-lipoxygenase; Potency, µM (titrated, usually from 108 µM), for inactives: at the highest dose activity change, negative = inhibition, most hits filed as inhibitors; purified 12hLO, xylenol orange hydroperoxide absorbance; hit rate 1.1% among 580,000; note: potency is the fitted concentration of half-maximal effect; % is set by controls: 0 for no effect and ±100 for the full control effect
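Purified human 12hLO at 150 nM in 25 mM Hepes, 0.01% Triton X-100, pH 7.0, preincubated 15 min at room temperature with compound. Reaction started with 40 uM arachidonic acid, 30 min at room temperature. Hydroperoxide measured by Fe-xylenol orange, 573/405 nm absorbance ratio.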
* hit, by the source's call; ? = inconclusive; nt = not tested or not shown; & = joins results of further samples; [ ] = dose if it differs, or a comment. Unless noted, calls come from the whole dose curve; as a rule, active = well fitted curve in the direction sought with a large enough effect; inconclusive = small, poorly fitted or top-dose-only effect, or another doubt; inactive = no such curve, though single readings can be large; an effect the other way counts as inactive or inconclusive. Only part of the results is shown, so the mix of outcomes need not match the whole.

SMILES	Vif-APOBEC3F blk	D2 antagonist	Vif-APOBEC3G blk	LDHA block	RGS4 inhibitor	ERG-DNA inh	D2 agonist	Glioma ERSR ind	12-LOX inh
Fc1ccc(OCc2nn[nH]n2)c(F)c1	1%	1	1%	-13	-4%	-7%	0.6	4%	?
CCOC(=O)c1cccc(NC(=O)Nc2ccc(OCC)cc2)c1	6%	0	-8%	1	-36%[56.9 µM]	17%	-0.4	-10%	0%
COc1ccc(-c2cc(C(F)(F)F)nc(SCC(=O)NCCN3CCOCC3)n2)cc1OC	-19%	nt	3%	1	-31%	-5%	nt	0%	-9%
CC(=O)N1CCc2cc(S(=O)(=O)CCC(=O)Nc3ccc(C)cc3Br)ccc21	-7%	nt	0%	1	-18%	-5%	-0.4	-1%	?
CCn1c(SCC(=O)N2CCOCC2)nc2ccccc21	1%	-8	-3%	-3	1%	-3%	13	-4%	?
CC(=O)NCCC(=O)N1CCc2c([nH]c3ccccc23)C1c1cccc(C)c1 (configuration not stated)	-29%	-4	-25%	0	-33%	2%	0.9	4%	19%
COc1ccccc1-c1cnc(C(O)c2ccc(Cl)c(F)c2)[nH]1 (configuration not stated)	nt	nt	-4%	-3	nt	nt	nt	-6%	5%
COC(=O)c1cc(OC)c(OC)cc1NC(=O)c1c(-c2ccccc2)noc1C	-6%	6	3%	3	7%	-4%	-0.5	0%	17%
Cc1c(NC(=S)NC(=O)c2ccc(Cl)cc2)c(=O)n(-c2ccccc2)n1C	9%	nt	0%	-7	3%	9%	nt	0%	?
Cc1ccc(C(=O)NCC(=O)NCC(c2cccs2)N(C)C)cc1C (configuration not stated)	-10%	nt	0%	1	-36%	6%	nt	2%	10%
CCOc1ccc2nc(NC(=O)c3nc(SCc4ccccc4C)ncc3Cl)sc2c1	4%	nt	-1%	-8	8%	-1%	0.4	0%	0%
COc1ccc(-n2c(-c3ccco3)n[nH]c2=S)cc1	1%	-4	4%	-10	?	-4%	0.9	-5%	?
COc1ccc(-n2c(C)cc(C(=O)COC(=O)c3cc(OC)c(OC)cc3NC(=O)c3cccs3)c2C)cc1	6%	3	1%	-3	-8%	2%	1.2	0%	-6%
CCOC(=O)NC(=O)/C(C#N)=N/Nc1ccc(F)cc1	4%	nt	1%	1	16%	-4%	nt	-2%	?
COc1ccc(-n2c(=O)[nH]cc(C(=O)Nc3ccc4c(c3)OCCO4)c2=O)cc1	2%	9	1%	-6	16%[56.9 µM]	-3%	0.2	-4%	-10%
Nc1cccc(S(=O)(=O)N2CCOCC2)c1	nt	nt	2%	-3	-4%	nt	nt	-3%	nt
Cc1cccc(CCNCc2c(C(=O)O)c(C)n(-c3ccccc3)c2C)c1	2%	0	0%	1	-15%	4%	0.3	-4%	-13%
O=C(c1ccc(CS(=O)c2ccccc2Cl)o1)N1CCN(c2cccc(Cl)c2)CC1 (configuration not stated)	13%	nt	-18%	-7	-9%	5%	-0.4	-6%	-25%
O=C(NNC1=NS(=O)(=O)c2ccccc21)c1ccccc1Cl	-5%	-26	0%	0	-30%	-4%	-0.2	1%	-2%
O=C(c1cc(-c2ccc(Br)cc2)n[nH]1)N1CCN(S(=O)(=O)c2ccc(Br)cc2)CC1	1%	nt	-12%	-4	-8%	-5%	-0.8	2%	-13%
COC(=O)c1nnn(-c2nonc2N)c1CSc1nc2ccccc2o1	-6%	7	-2%	2	-11%	nt	-0.8	-4%	12%
O=[N+]([O-])c1ccc(-c2nn(-c3ccccc3)cc2/C=N/n2c(-c3ccncc3)n[nH]c2=S)cc1	-25%	1	0%	-5	-23%	-9%	2.1	-5%	-2%
N=c1c(C(=O)NCc2ccc3c(c2)OCO3)cc2c(=O)n3ccccc3nc2n1CC1CCCO1 (configuration not stated)	2%	9	-3%	1	-9%	8%	-0.7	-6%	-21%
Cc1cc(C)c(S(=O)(=O)NCCc2cc3ccc(C)c(C)c3[nH]c2=O)c(C)c1	6%&-3%	1	5%&4%	-5&0	3%&0%	-1%&0%	1.9&0.4	1%&-3%	-5%&-21%
C=CCn1c(SCC(=O)N2CCN(c3ccccc3)CC2)nnc1-c1ccco1	12%	-10	1%	-4	5%	0%	0.4	0%	-28%
COCCn1cnnc1SCC(=O)Nc1cc(C)on1	3%	nt	0%	-2	9%	-1%	nt	-5%	-45%
CC(C)N(N=Nc1ccc([N+](=O)[O-])cc1)C(C)C	0%	0	-2%	0	-16%	7%	-1.9	3%	-16%
CCOc1ccc(-n2c(=O)c3c(C)c(C(=O)N(C)C)sc3n(Cc3cc(C)ccc3C)c2=O)cc1	-1%	nt	5%	-6	13%	1%	-0.8	-6%	-13%
Cc1nn(Cc2ccc(Cl)cc2Cl)c(C)c1NC(=O)c1nn(C)cc1Cl	7%	-5	2%	-1	-6%	5%	-0.6	-2%	-18%
CCCC(=O)Nc1nc2nc(C)cc(=O)n2[nH]1	-2%	18	0%	-5	17%	-4%	0.7	-3%	?
Cc1onc(-c2c(Cl)cccc2Cl)c1COC(=O)c1ccc(Cl)cc1[N+](=O)[O-]	-12%	11	-5%	-7	-5%	-7%	0.3	-2%	0%
O=C(CCNC(=O)c1ccccc1Cl)Nc1cc(S(=O)(=O)N2CCOCC2)ccc1N1CCCC1	-8%	7	2%	-6	-28%	-10%	-0.3	-6%	0%
Cc1ccccc1-n1c(=S)[nH]c2nc3c(cc2c1=O)COC(C)(C)C3	-16%	-12	-1%	-9	31%[11.4 µM]	-5%	0.0	-4%	2%
COc1ccc2nc(NCCNC(=S)NCCCN3CCOCC3)c(C#N)cc2c1	-1%	-20	4%	3	31%	18%	-0.3	-5%	-4%
C=CCNC(=O)COC(=O)c1cc(S(=O)(=O)N2CCOCC2)ccc1N1CCCCC1	6%	0	-1%	-6	-1%	2%	-0.7	-1%	0%
Cc1ccc2cc(C)c(SCC(=O)NCc3ccco3)nc2c1	-8%	14	-24%	-3	-24%	-2%	2.4	-4%	-20%
Cc1ccc(C(=O)N(Cc2nnc(-c3ccccc3Cl)o2)C2CC2)o1	-1%	nt	-4%	-6	nt	nt	nt	1%	?
S=C1NC[C@H](Cc2ccccc2)N1CC1CCN(CCCC2CCCC2)CC1	-10%	nt	3%	-1	4%	-7%	nt	-1%	-18%
O=C(Nc1ccon1)c1ccc(Br)s1	-4%	-16	1%	-8	7%	-2%	0.2	-3%	-8%
O=C(Nc1ccc(C(F)(F)F)cc1)N1CCN(C(=O)c2ccco2)CC1	2%	-22	-5%	-6	23%	4%	8.7	-6%	9%

Reformatted: results already given
smiles | Vif-APOBEC3F blk | D2 antagonist | Vif-APOBEC3G blk | LDHA block | RGS4 inhibitor | ERG-DNA inh | D2 agonist | Glioma ERSR ind | 12-LOX inh
O=C(CCNC(=O)c1ccccc1Cl)Nc1cc(S(=O)(=O)N2CCOCC2)ccc1N1CCCC1 | -8% | 7 | 2% | -6 | -28% | -10% | -0.3 | -6% | 0%
Cc1ccccc1-n1c(=S)[nH]c2nc3c(cc2c1=O)COC(C)(C)C3 | -16% | -12 | -1% | -9 | 31%[11.4 µM] | -5% | 0.0 | -4% | 2%
COc1ccc2nc(NCCNC(=S)NCCCN3CCOCC3)c(C#N)cc2c1 | -1% | -20 | 4% | 3 | 31% | 18% | -0.3 | -5% | -4%
C=CCNC(=O)COC(=O)c1cc(S(=O)(=O)N2CCOCC2)ccc1N1CCCCC1 | 6% | 0 | -1% | -6 | -1% | 2% | -0.7 | -1% | 0%
Cc1ccc2cc(C)c(SCC(=O)NCc3ccco3)nc2c1 | -8% | 14 | -24% | -3 | -24% | -2% | 2.4 | -4% | -20%
Cc1ccc(C(=O)N(Cc2nnc(-c3ccccc3Cl)o2)C2CC2)o1 | -1% | nt | -4% | -6 | nt | nt | nt | 1% | ?
S=C1NC[C@H](Cc2ccccc2)N1CC1CCN(CCCC2CCCC2)CC1 | -10% | nt | 3% | -1 | 4% | -7% | nt | -1% | -18%

The list goes on:
SMILES	Vif-APOBEC3F blk	D2 antagonist	Vif-APOBEC3G blk	LDHA block	RGS4 inhibitor	ERG-DNA inh	D2 agonist	Glioma ERSR ind	12-LOX inh
O=C(O)c1cn(-c2ccc(F)cc2)c2cc(N3CCNCC3)c(F)cc2c1=O	5%	nt	-2%	1	19%	-19%	nt	-4%&-4%	21%
O=C(CSc1ccccc1F)Nc1ccc(N2CCOCC2)cc1	-9%	14	-11%	-1	4%	-7%	-0.1	3%	14%
Cc1ccc(S(=O)(=O)NCCC(=O)NCCSc2ccc(Br)cc2)cc1	2%	-1	0%	-8	-16%	14%	-0.5	2%	0%
CCOC(=O)c1nnc(-c2ccccc2)nc1Sc1ccccc1Cl	1%	5	?	-4	-13%	1%	0.3	-15%	0%
O=C(O)COCC(=O)Nc1ccc2c(c1)ncn2CCc1ccccc1	12%	-2	0%	-6	-8%	?	-0.8	-4%	-18%
Cc1ccc(S(C)(=O)=NC(=O)NC(=O)c2c(F)cccc2Cl)cc1 (configuration not stated)	0%	9	6%	-4	-4%	0%	1.4	-3%	0%

Screens: PubChem BioAssay, National Center for Advancing Translational Sciences (NCATS)
